TDP2 inh – TDP2 (human) inhibition, absorbance primary screen | recombinant TDP2, T5PNP hydrolysis, p-nitrophenol absorbance 415 nm | inhibition, % at 12.8 µM | 0.34% of 370,000 active | AID 720702;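 active = inhibition above the mean of all tested compounds plus 3 SD, set per campaign, cut at about 25% in these data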;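 also: 0% = DMSO with enzyme and 100% = buffer with substrate but no TDP2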
Target sequence (O95551 whole entry, looked up): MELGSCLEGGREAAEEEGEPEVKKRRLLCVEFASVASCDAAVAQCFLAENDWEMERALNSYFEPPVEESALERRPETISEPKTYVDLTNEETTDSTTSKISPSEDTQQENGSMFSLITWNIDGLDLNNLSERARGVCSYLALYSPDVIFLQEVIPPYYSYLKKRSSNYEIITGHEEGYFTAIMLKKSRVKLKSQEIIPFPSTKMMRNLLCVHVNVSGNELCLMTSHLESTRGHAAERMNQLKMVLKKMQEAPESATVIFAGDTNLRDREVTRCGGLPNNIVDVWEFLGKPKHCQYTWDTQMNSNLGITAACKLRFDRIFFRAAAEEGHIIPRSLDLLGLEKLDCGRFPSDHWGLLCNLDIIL
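System: recombinant human TDP2 / Amount: 120 nM TDP2 per well / Also added: 5 mM T5PNP chromogenic substrate / Doses: 12.8 µM single point, 1% DMSO / Incubation: 2 h at 37 °C / Detection: p-Nitrophenol epi absorbance / Evaluation: % inhibition relative to enzyme-containing and enzyme-free wells / Repeats: singlicate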
KLK7 zymogen act – proKLK7 (human) activation, primary screen | 0.9% of 370,000 active | activation, % at 7 µM | purified proKLK7, EDANS-DABCYL substrate fluorescence; 100% is mature enzyme control, 0% vehicle | P49862;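 active = activation above the mean of all tested compounds plus 3 SD, computed per campaign excluding outliers beyond control limits, cut at about 13% in these data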
Target sequence (P49862 whole entry, looked up): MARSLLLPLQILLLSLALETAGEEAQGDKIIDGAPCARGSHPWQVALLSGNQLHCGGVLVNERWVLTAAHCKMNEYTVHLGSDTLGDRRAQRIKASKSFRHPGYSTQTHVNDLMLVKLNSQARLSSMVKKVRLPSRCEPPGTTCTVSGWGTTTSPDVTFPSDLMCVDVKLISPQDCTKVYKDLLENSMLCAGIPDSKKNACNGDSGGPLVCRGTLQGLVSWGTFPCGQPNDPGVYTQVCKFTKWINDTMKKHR
PRMT1 inh – PRMT1 (human) inhibition, primary screen. inhibition, % at 2.79 µM. Q99873. recombinant PRMT1, activity-based probe fluorescence polarization. 1.3% of 370,000 active;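 active = inhibition above about 21% made by adding two undisclosed values, limit read from the data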
MBD2 DNA inh – inhibitors of human MBD2 binding to methylated oligonucleotide; TR-FRET; inhibition, % at 4.4 µM; 0.31% of 370,000 active; in the data active = inhibition above about 13%
Target sequence (Q9UBB5 whole entry, looked up): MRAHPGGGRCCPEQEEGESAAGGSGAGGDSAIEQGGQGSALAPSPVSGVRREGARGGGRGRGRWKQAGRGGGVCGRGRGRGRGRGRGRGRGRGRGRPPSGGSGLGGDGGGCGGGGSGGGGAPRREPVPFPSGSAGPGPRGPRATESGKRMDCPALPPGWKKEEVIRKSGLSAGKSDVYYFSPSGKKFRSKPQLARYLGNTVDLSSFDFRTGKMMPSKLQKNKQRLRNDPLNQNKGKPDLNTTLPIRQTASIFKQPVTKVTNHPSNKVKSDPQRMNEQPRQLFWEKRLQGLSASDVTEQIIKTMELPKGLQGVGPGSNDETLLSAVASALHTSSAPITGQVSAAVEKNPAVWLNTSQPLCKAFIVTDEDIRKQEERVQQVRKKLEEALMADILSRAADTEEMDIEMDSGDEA
UHRF1 binding – human UHRF1 methylated DNA binding inhibitors; UHRF1 binding to methylated oligo, TR-FRET; inhibition, % at 4.4 µM; Q96T88; AID 687016; 0.75% of 370,000 active; in the data active = inhibition above about 21%;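 also: UHRF1 SRA domain binding a hemimethylated CpG hairpin DNA probe; 0% = median of test compound wells and 100% = reference inhibitor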
DDE Tn7 FP inh – inhibitors of Tn7 peptide binding to human fibrin DD(E) | FP displacement of FITC-Tn7 peptide from fibrin DD(E); 0% = median of compound wells per plate | inhibition, % at 8.3 µM | 0.13% of 370,000 active | AID 720508;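 active = inhibition above the mean of compounds falling within the control limits plus 3 SD of them, cut at about 14% in these data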;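 also: 0% = plate median of compound wells and 100% = 10 µM Aha-Tn7 peptide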
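System: human fibrin DD(E); quantity: Fibrin-DD(E) at 2 µM final; also added: fluorescent Tn7 probe at 0.1 µM; compound dosing: single nominal test concentration of 8.3 µM per compound; schedule: 10 min preincubation, 3 h with tracer, room temperature; detection: fluorescence polarization of the labelled Tn7 tracer; repeats: one replicate per compound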
Tn6 DDE FP – disrupts Tn6 cyclic peptide binding to fibrin D-Dimer-E complex | P02675 | Fibrin DD(E) TRITC-Tn6 fluorescence polarization displacement | inhibition, % at 8.3 µM | 0.21% of 370,000 active | AID 720509;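 active = inhibition above a per-campaign cutoff: mean of compounds within control limits plus 3 SD, cut at about 15% in these data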;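 also: 0% = median of all compound wells on the plate and 100% = blocking peptide control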
TCR CD3 inh – inhibitors of human TCR-CD3 interaction | TAMRA-labeled TCR probe fluorescence, biochemical | inhibition, % at 9.4 µM | 0.37% of 360,000 active | AID 651800; in the data active = inhibition above about 19%;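 also: recombinant mutant TCR 2C K166C tagged with TAMRA read by polarization; 0% = receptor in buffer alone and 100% = receptor with positive control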
LEDGF integ inh – blocks HIV-1 LEDGF/p75-dependent DNA integration; inhibition, % at 3.7 µM; TR-FRET IN-LEDGF/p75 DNA integration, Eu/Cy5; 0.64% of 370,000 active; AID 743269;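 active = inhibition above the screen-wide mean plus 3 SD, cut at about 13% in these data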;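 also: signal is the Cy5 over europium emission ratio at 671 and 618 nm; 0% = plate median of compound wells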
SIAE inh – blocks human sialic acid acetylesterase | Q9HAT2 | SIAE FP-Rh probe binding, fluorescence polarization | inhibition, % at 9.66 µM | 0.69% of 370,000 active;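 active = inhibition above a cutoff: mean of compounds within the control limits plus 3 SD of those, cut at about 17% in these data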;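 also: 0% = plate median of compound wells and 100% = probe without SIAE protein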
* marks the source's active call; other numbers are inactive results; nt = no result given. The order is random; 4.6% or so of the library scored in one or more.

Every second line gives: TDP2 inh | KLK7 zymogen act | PRMT1 inh | MBD2 DNA inh | UHRF1 binding | DDE Tn7 FP inh | Tn6 DDE FP | TCR CD3 inh | LEDGF integ inh | SIAE inh
> CC(C)(C)n1nnnc1C(c1cc2ccccc2o1)N1CCOCC1 (configuration not stated)
  8 | 0.2 | -2 | 2 | 20 | -3 | -1 | 3 | -1 | 12
> CN1CCN(c2ccc(NC(=O)COc3ccccc3Cl)cc2)CC1
  -16 | 0.5 | -4 | -4 | 1 | -8 | 5 | 3 | 0 | 2
> COc1ccc(-c2noc(CNC(=O)CCCN3C(=O)[C@H]4CC=CC[C@H]4C3=O)n2)cc1
  12 | 0.0 | 0 | 5 | -3 | 4 | -8 | 4 | 3 | -5
> C=CCN1C(=O)C(CC(=O)Nc2ccccc2)SC1=Nc1ccc(S(N)(=O)=O)cc1 (configuration not stated)
  -5 | -0.7 | -2 | 0 | -1 | -3 | 5 | 1 | -5 | -6
> O=C(COC(=O)c1cnc(Cl)c(Cl)c1)NCCC1=CCCCC1
  -16 | 0.0 | -2 | -2 | -1 | -2 | 11 | 1 | -1 | 0
> COc1ccccc1N1CCN(C(=O)c2cc(C)oc2C)CC1
  14 | 0.3 | -3 | -2 | 0 | -3 | 2 | -4 | 1 | 4
> CC(C)S(=O)(=O)c1ccc(C(=O)Nc2ccc(F)cc2F)cn1
  -1 | -0.6 | -1 | -5 | 1 | 6 | 7 | 1 | 0 | 9
> CCN(CC)c1cccc(OC2=NS(=O)(=O)c3ccccc32)c1
  -3 | -0.1 | 5 | -3 | -3 | 4 | 111* | 53* | -5 | 31*
> CC1=CC(C)(C)NC(=S)N1c1cccc2cc(S(=O)(=O)O)ccc12
  -4 | 0.1 | 39* | -4 | 3 | -2 | 1 | 7 | 8 | -1
> CCOc1cc(C#N)c(NC(=O)CSc2nnnn2-c2ccc(OC)cc2)cc1OCC
  -9 | 0.1 | -3 | -4 | 1 | -4 | 0 | -2 | 2 | -8
> CCCNC(=S)N1CC2(C)CN(C(=O)C(=O)OC)CC(C)(C1)C2=O
  7 | -0.5 | -1 | -1 | -1 | 9 | 2 | 7 | 1 | 3
> COc1ccc(N(C(C)C(=O)N/N=C/c2ccc(OC(C)C)cc2)S(C)(=O)=O)cc1 (configuration not stated)
  2 | -0.4 | -4 | -6 | -2 | -5 | -2 | 3 | 2 | 0
> Cc1ccc(C)c(N2CCN(C(=O)c3ccccc3Br)CC2)c1
  0 | 0.1 | 0 | 3 | -3 | -1 | 1 | 6 | -1 | -4
> O=C1C(=O)c2ccccc2C(O)=C1C1CCC(c2ccc(Cl)cc2)CC1 (configuration not stated)
  6 | 0.4 | -2 | -4 | 0 | -3 | -5 | 10 | -2 | 10
> CCN1CCN(C(=O)/C=C/c2c(F)cccc2Cl)CC1
  -1 | 0.1 | -3 | 0 | -3 | -4 | -3 | 4 | 2 | -10
> CN(C)c1nc(N(C)C)n(Cc2c(Cl)cccc2Cl)n1
  0 | -0.4 | 0 | 0 | 0 | -6 | 6 | 10 | 4 | -9
> Nc1ccc(C(=O)N2CCCC2)cc1CS(=O)(=O)c1ccc(Cl)cc1
  5 | 0.0 | 3 | -4 | 11 | -7 | 1 | 8 | 1 | -5
> CCOC(=O)C(NCc1ccc(F)cc1)(NC(=O)c1ccccc1)C(F)(F)F (configuration not stated)
  7 | -0.2 | -1 | 3 | 3 | -7 | -1 | 1 | -2 | 2
> COc1cccc(C(=O)NCCS(=O)(=O)NC(C)CCc2ccccc2)c1 (configuration not stated)
  -4 | 0.2 | 1 | 2 | 1 | 7 | -2 | -1 | -1 | -1
> O=C(NCc1cccs1)c1ccc(S(=O)(=O)N2CCOCC2)cc1
  -1 | -0.5 | -2 | 3 | 2 | -2 | -2 | 4 | 2 | 1
> COc1ccc(-c2nn(C)c(=O)c3ccccc23)cc1NC(=O)COc1ccccc1
  -6 | -0.9 | 3 | 9 | 5 | 6 | -5 | 1 | 1 | -13
> CCOC(=O)N1CCN(C(=O)CCCn2nc(C)c3sc4ccccc4c3c2=O)CC1
  -3 | 0.8 | 2 | 1 | -1 | -5 | 0 | -2 | 1 | -1
> CC1(c2ccncc2)Nc2ccccc2-c2nc3ccccc3n21 (configuration not stated)
  7 | 57* | 0 | -6 | -3 | 7 | 0 | 9 | 1 | -1
> O=C(c1cc2cccc([N+](=O)[O-])c2oc1=O)N1CCOCC1
  -11 | -0.6 | 3 | 6 | 6 | 8 | -1 | 7 | 4 | -6
> CCCC(=O)Nc1ccccc1NC(=O)c1ccc2c(c1)OCO2
  3 | 0.1 | 10 | 4 | -1 | -1 | 4 | -3 | -2 | 7
> Cc1nc(C)c(N)c(=O)[nH]1
  2 | -0.2 | -1 | 0 | -3 | -7 | -6 | 2 | 7 | -3
> Cc1cc(C)nc(NS(=O)(=O)c2ccc(NC(=O)CCCN3C(=O)c4ccccc4C3=O)cc2)n1
  6 | -1.1 | 1 | 0 | -3 | -2 | -3 | -2 | -1 | 0
> O=S1(=O)N[C@@H](Cc2ccccc2)COc2cccc(N3CCC[C@@H]3CO)c21
  -6 | -0.6 | 2 | 3 | 2 | 0 | 2 | -7 | -3 | 5
> COc1ccc(/[N+]([O-])=C/c2ccco2)cc1
  11 | 0.6 | 2 | -2 | -3 | -4 | 4 | 6 | 6 | 1
> O=C(c1ccc(F)cc1)N1CCC2(CC1)NCCc1[nH]cnc12
  10 | 0.1 | -1 | 3 | 1 | -3 | 3 | -3 | -1 | -4
> CCN(CC)c1ccc(/C=N/NC(=S)NCc2ccc(OC)cc2)cc1
  -7 | -12 | 0 | -5 | 0 | -5 | -3 | 2 | -2 | 12
> Cc1nc2ncnn2c(C)c1CCC(=O)N1CCc2ccccc21
  7 | -0.4 | 2 | -2 | 3 | -1 | -3 | -1 | -2 | -11
> COc1ccccc1/C=C1\NC(=S)N(CC2CCCO2)C1=O (configuration not stated)
  3 | 0.5 | 2 | -5 | -4 | 3 | -8 | 6 | -4 | 1
> Cc1nn2cc(-c3cccc(Cl)c3)cnc2c1Br
  -8 | 0.1 | 0 | -4 | 3 | 1 | 1 | 1 | 2 | 10
> COc1cccc(NC(=O)CN(C)C(=O)c2cc3ccccc3cc2OC)c1
  5 | -0.3 | -4 | -3 | -4 | -1 | 2 | -1 | -2 | -1
> C#CCn1c(=NC(=O)c2ccccc2[N+](=O)[O-])sc2cc(S(C)(=O)=O)ccc21
  12 | -0.5 | -1 | 4 | 0 | 8 | 6 | 0 | -4 | -25
> CCn1c(=O)n2n(c1=O)[C@]1(C=C(C)C2)CN(Cc2ccc(OC)cc2OC)C(NC(=O)c2ccccc2)=N1
  -14 | nt | -2 | 3 | 3 | -9 | -10 | nt | 3 | 2
> O=C(COc1ccccc1O)c1cccs1
  -5 | 0.2 | -4 | -3 | -2 | 7 | -2 | 2 | 1 | 3
> CN(Cc1ccccc1)C(=O)c1ccc(NC(=O)c2ccccc2)cc1
  -4 | -0.1 | 0 | 0 | 2 | 2 | -2 | 8 | 2 | -2
> CC(C)(C)C1CCc2c(C(=O)N/N=C/c3cccs3)csc2C1 (configuration not stated)
  3 | -0.1 | -3 | 3 | -1 | 7 | -4 | 2 | 0 | -13
> CCC1([N+](=O)[O-])COC(C=Cc2ccccc2)OC1 (configuration not stated)
  1 | 0.2 | 0 | 0 | 0 | 2 | -7 | 2 | 3 | 2
> COc1ccc(CN2C(=O)c3cccnc3C2=O)cc1S(=O)(=O)NCc1ccc(C)cc1
  9 | 0.6 | -1 | 1 | 1 | 8 | 2 | 9 | -4 | 4
> NC(=O)C1CCN(CC(=O)NCc2ccccc2)CC1
  1 | -1.3 | -4 | 1 | -2 | -12 | 3 | 3 | 3 | 1
> CC(C)[C@@H]1C(=O)N[C@H](Cc2cn(S(=O)(=O)c3ccccc3)c3ccccc23)C(=O)N1C
  9 | nt | 0 | -1 | 1 | 3 | 5 | nt | -3 | -6
> Cc1ccc(NC(=O)COC(=O)CCC(=O)c2cccs2)cc1C
  8 | 0.7 | 0 | 4 | 0 | 8 | 11 | -4 | 4 | 0
> COc1ccc(S(=O)(=O)N2CCC3(CC2)OCCO3)cc1
  1 | 0.4 | -6 | -3 | 1 | 3 | 0 | -3 | 1 | -10
> NC(=O)CSc1oc(-c2ccco2)nc1S(=O)(=O)c1ccccc1
  6 | -0.1 | 5 | 3 | -1 | 5 | 3 | 0 | 3 | 1
> Cc1nc2ccccc2n1C(C)c1ccccc1 (configuration not stated)
  -1 | 0.8 | 1 | 5 | 2 | -1 | 0 | -5 | -5 | -1
> CC(C)C(=O)Nc1cccc(COc2ccc(CN(Cc3ccccc3)C(=O)OC(C)(C)C)cc2)c1
  1 | -0.6 | 1 | 3 | -1 | -6 | -8 | -2 | 5 | -18
> Cc1ccc(N2C=Nc3ccc(C)c4nc(C)cc2c34)cc1
  4 | 49* | 1 | 0 | -1 | -11 | -10 | 2 | -1 | -4
> CC(C)C[C@@H](CN)NC(=O)c1nc[nH]c1C(=O)N[C@@H](Cc1c[nH]c2ccccc12)C(=O)CNC[C@H](C)NC(=O)c1nc[nH]c1C(=O)N[C@@H](C)C(=O)O
  10 | 0.6 | 6 | 12 | 24* | -1 | 1 | -1 | -1 | 3
> O=C(CN1C(=O)NC2(CCCC2)C1=O)N1CCN(c2ccc(C(F)(F)F)cc2[N+](=O)[O-])CC1
  -9 | -0.3 | -1 | 5 | 1 | 4 | 3 | 0 | 0 | 2
> O=C(Nc1ccccc1)c1cc(Cl)nc2ccccc12
  1 | 0.0 | 3 | 0 | 2 | 0 | 0 | -4 | -1 | -3
> Cc1ccc2cc(C(c3nnnn3CC3CCCO3)N3CCCC4(CCCCC4)C3)c(=O)[nH]c2c1 (configuration not stated)
  1 | -0.7 | 1 | -2 | -2 | -1 | 4 | 2 | -4 | -4
> COc1ccc(C(=O)N2CCN(C(C)=O)CC2)cc1S(=O)(=O)N1CCOCC1
  4 | -0.3 | -5 | 3 | -1 | -3 | -2 | 1 | 6 | 2
> CCOC(=O)C1=C(c2ccccc2)N=C2SCC(=O)N2C1c1ccc(OCC)c(OCC)c1 (configuration not stated)
  4 | 0.4 | -2 | -5 | 1 | 0 | 2 | -3 | 0 | 3
> CCC(CC)C(=O)NCCc1ccc(S(N)(=O)=O)cc1
  -5 | 0.2 | 1 | 4 | 1 | -3 | 1 | 1 | -3 | -2

Screens (PubChem BioAssay)
